AmpC det inh = blocks E. coli AmpC beta-lactamase in presence of detergent | purified AmpC, nitrocefin hydrolysis with detergent | AID 584 | Potency, µM (top dose mostly 28.7 µM), without a hit: top-dose activity change, negative = inhibition | actives 0.09% (n = 71,000) | P00811; active = well fitted curve in the direction sought with a large enough effect
Target sequence (P00811 whole entry, looked up): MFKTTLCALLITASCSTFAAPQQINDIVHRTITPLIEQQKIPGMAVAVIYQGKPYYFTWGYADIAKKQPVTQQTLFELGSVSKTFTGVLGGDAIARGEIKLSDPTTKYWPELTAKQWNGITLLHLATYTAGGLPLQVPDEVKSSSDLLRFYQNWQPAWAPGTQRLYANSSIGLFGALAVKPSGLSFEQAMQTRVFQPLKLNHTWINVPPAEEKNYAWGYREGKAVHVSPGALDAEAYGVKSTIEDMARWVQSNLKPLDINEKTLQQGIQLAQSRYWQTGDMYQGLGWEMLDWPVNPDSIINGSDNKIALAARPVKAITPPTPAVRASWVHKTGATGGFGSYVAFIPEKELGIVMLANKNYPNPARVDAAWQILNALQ
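E. coli AmpC (5.3 nM) in 20 mM phosphate pH 7.0 with 0.01% Triton X-100, preincubated 15 min RT with compound; nitrocefin (2 uL of 800 uM stock) hydrolysis followed by 480 nm absorbance every 20 s over 4 min.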
* marks the source's active call; other numbers are inactive results; [ ] = another dose, or the depositor's remark. % is scaled to controls: 0 for no effect and ±100 for the full control effect; potency is read from the fitted curve at half-maximal effect.

Screening CN(C)Cc1ccccc1-c1nc(N(C)Cc2ccco2)c2ccccc2n1 returned AmpC det inh 5%.
C=CCNC(=O)COc1ccc(S(=O)(=O)NC2CCCCC2)cc1 was read as AmpC det inh -1%.
Screening COc1cc(Nc2cc(C)nc3ncnn23)cc(OC)c1OC returned AmpC det inh 5%.
`CN=c1nc(-c2ccccc2)n(-c2ccccc2)s1` gave AmpC det inh -1%.
Screening [O-]/[N+](=C\c1ccncc1)c1ccc(Br)cc1 returned AmpC det inh -2%.
For O=C(CN1CCCCC1)Nc1ccc(S(=O)(=O)N2CCCCCC2)cc1 the results were AmpC det inh -7%.
Screening Cc1c(NC(=O)c2ccc(Cl)c(S(=O)(=O)N3CCOCC3)c2)c(=O)n(-c2ccccc2)n1C returned AmpC det inh -9%.
Screening CCOC(=O)CNS(=O)(=O)c1c(C)noc1C returned AmpC det inh 6%.
`CCCCC(=O)Nc1ccccc1C#N` gave AmpC det inh -3%.
Screening O=C(O)CC1(CC(=O)O)Nc2ccccc2SC1=O returned AmpC det inh -2%[5.75 µM].
For COc1ccc(CNc2ncnc3ccc(-c4cccc(C#N)c4)cc23)c(OC)c1 the results were AmpC det inh -18%.
CCOC(=O)Cn1c(=O)oc2cc(S(=O)(=O)N(CCN(C)C)Cc3ccccc3)ccc21 was read as AmpC det inh 12%.

Already shown: two of the compounds above.
Screening Cc1c(NC(=O)c2ccc(Cl)c(S(=O)(=O)N3CCOCC3)c2)c(=O)n(-c2ccccc2)n1C returned AmpC det inh -9%.
Screening CCOC(=O)CNS(=O)(=O)c1c(C)noc1C returned AmpC det inh 6%.

More structures:
For CC(C)(Cl)Cl the results were AmpC det inh 11%.
For CN(C)Cc1ccccc1-c1nccc(N(C)C)n1 the results were AmpC det inh 14%.
Screening COc1cc2nc(SCc3c(C)noc3C)n(CCC3=CCCCC3)c(=O)c2cc1OC returned AmpC det inh -3%.
`CCOC(=O)CN1C(=O)c2ccccc2C1=O` gave AmpC det inh -1%.
Screening CCCC(OC(=O)CC1Sc2ccccc2NC1=O)C(=O)NCc1ccco1 (configuration not stated) returned AmpC det inh -1%.
Screening COc1ccc(NC(=O)N2CCCCC2)cc1 returned AmpC det inh -5%.
CCC(C)[C@H](NC(=O)NCc1ccc(Cl)cc1)C(=O)OC (some centres not stated) was read as AmpC det inh -2%.
CC(C(=O)Nc1ccc2c(c1)OCO2)N(c1ccc(Cl)cc1)S(C)(=O)=O (configuration not stated) was read as AmpC det inh -3%.
For CC(C)OC(=O)c1ccc(OC(=O)c2cccnc2)cc1 the results were AmpC det inh 9%.
COc1ccccc1N1CCN(C(=O)CCc2ccc(S(=O)(=O)NC(C)C)cc2)CC1 was read as AmpC det inh 9%.
`Fc1ccc(C(OCCN2CCN(CCCc3ccccc3)CC2)c2ccc(F)cc2)cc1` gave AmpC det inh -6%.
CCc1c(C)nc2cc(-c3cc(OC)cc(OC)c3)nn2c1N1CCCC1 was read as AmpC det inh -1%.
Screening Cc1cnc(NC(=O)CSc2nnc(COc3c(C)cccc3C)o2)s1 returned AmpC det inh 11%.
For CS(=O)(=O)N1CCC2(CC1)CN(c1ccccn1)C2 the results were AmpC det inh 0%.
Screening O=C(c1csnn1)N1CCC2(CCCN(c3ncccn3)C2)CC1 returned AmpC det inh -2%.
`O=C(Nc1ccc2c(c1)OCCO2)c1cccnc1` gave AmpC det inh -1%.
For COc1ccccc1N1CCN(C(=O)c2cc3c(-c4ccc(Cl)cc4)nn(C)c3s2)CC1 the results were AmpC det inh 12%.
Screening Cn1c(=O)oc2cc(S(=O)(=O)N3CCCC(C(=O)NCc4ccc5c(c4)OCO5)C3)ccc21 (configuration not stated) returned AmpC det inh 11%.
CC(c1ccccc1)n1cnc2ccccc21 (configuration not stated) was read as AmpC det inh 5%.
`COc1ccccc1CNc1nc(-c2ccc(C(=O)N(C)C)cc2)nc2ccccc12` gave AmpC det inh 11%.
For Nc1nc(C(=O)N2CCOCC2)nn1S(=O)(=O)c1ccccc1 the results were AmpC det inh -4%.
COCCn1nnnc1SCC(=O)c1ccccc1 was read as AmpC det inh 2%.
`CC(C)Oc1cccc(C(=O)Nc2ccc(CN3CCOCC3)cc2)c1` gave AmpC det inh -4%.
For COC(=O)C(O)(CC(=O)Nc1ccc(Cl)cc1F)C(F)(F)F (configuration not stated) the results were AmpC det inh -3%.
`COC(=O)c1sccc1NC(=O)CSc1nnnn1-c1ccccc1F` gave AmpC det inh -1%.
COc1ccc(OC)c(S(=O)(=O)NCCO)c1 was read as AmpC det inh -4%.
Screening CC12CC3CC(C)(C1)CC(C(=O)Nc1nn[nH]n1)(C3)C2 returned AmpC det inh -5%.
C=C(C)COc1ccc2oc(C)c(C(=O)OCCOC)c2c1 was read as AmpC det inh 8%.
O=C(Nc1cccc2cccnc12)c1cccnc1 was read as AmpC det inh 0%.
For COc1ccc(Cc2nc(-c3cccs3)no2)cc1OC the results were AmpC det inh 6%.
CC[N+](CC)(CC)C/C(N)=N/O was read as AmpC det inh 0%.
Screening COc1ccc(NC(=O)c2ocnc2C)cc1OC returned AmpC det inh -2%.
`CC(=O)OCC1OC(n2ccc(=O)[nH]c2=O)C(O)C1O` (configuration not stated) gave AmpC det inh 3%.
For CSc1nc(C)cc(OCC(=O)n2nc(C)cc2C)n1 the results were AmpC det inh -1%.
Screening CCCCOc1ccc(Cl)cc1CSc1nnc(C)n1N returned AmpC det inh -5%.
Screening Cc1ccc(-c2nc(CS(=O)CC(=O)NC3CCC(C)CC3)c(C)o2)cc1 (configuration not stated) returned AmpC det inh 9%.
COc1ccc(-c2nc3cnc(N4CCN(C)CC4)nc3n(-c3ccc(OC)cc3)c2=O)cc1 was read as AmpC det inh 17%.
COc1ccc(CC2C(=O)NC(=O)NC2=O)c(OC)c1 was read as AmpC det inh -3%.
`CCc1ccc(NC(=O)CSc2nnc(CNC(=O)c3c(F)cccc3Cl)o2)cc1` gave AmpC det inh -3%.
`Cc1cc(NC(=O)CSc2nc3ccccc3n2CC(=O)N2CC(C)CC(C)C2)no1` (configuration not stated) gave AmpC det inh -2%.
Fc1cccc(Cl)c1Cn1nnc2c(-n3ccnc3)ncnc21 was read as AmpC det inh -4%.
For Cn1c(=O)cc(SCC(=O)N2CCN(c3ccccn3)CC2)c2ccccc21 the results were AmpC det inh 6%.
For Cn1cc(S(=O)(=O)NCc2ccco2)c(=O)n(C)c1=O the results were AmpC det inh 13%.
`CCOC(=O)C1(CC)NC(c2ccc(N(C)C)cc2)C2C(=O)N(C)C(=O)C21` (configuration not stated) gave AmpC det inh 8%.
For CC(=O)N1CCCc2cc(S(=O)(=O)NCCC3=CCCCC3)ccc21 the results were AmpC det inh -4%.
Screening CCCC(=O)N1CC2(CCC)CN(C(=O)CCC)CC(CCC)(C1)C2=O returned AmpC det inh -6%.
`CCCCNC(=O)CC(=O)Nc1ccccc1C(=O)O` gave AmpC det inh -2%.
Screening CC1C(C#N)=C(N)OC2=C1C(=O)CCC2 (configuration not stated) returned AmpC det inh -2%.
Screening CCC/C=C(\CCC)C(NC(=O)c1ccccc1)c1ccccc1 (configuration not stated) returned AmpC det inh 23%.
For Cn1nnc(C(O)CN2CCOCC2)n1 (configuration not stated) the results were AmpC det inh -1%.
Screening Cc1ccc(C)c(C(=O)CCC(=O)Nc2cccnc2)c1 returned AmpC det inh -3%.
OCCNc1nc(C2CC2)nc2c1nnn2Cc1ccccc1Cl was read as AmpC det inh 12%.
For Cc1cc(C(F)F)n2nc(C(=O)Nc3ccc(F)cc3F)nc2n1 the results were AmpC det inh -5%.
For COc1cc(OC)c(C(=O)NC2CCCCCC2)cc1OC the results were AmpC det inh -4%.
For COc1ccc(S(=O)(=O)N2CCC(C(=O)NCCc3ccc4c(c3)OCO4)CC2)cc1 the results were AmpC det inh -3%.
For N#Cc1cccc(-n2nnnc2-c2ccccn2)c1 the results were AmpC det inh 16%.
For CCOC(=O)CNC(=O)Cn1cnc2c(nnn2-c2ccc(C)cc2)c1=O the results were AmpC det inh -3%.
`Fc1ccc2nc3n(c2c1F)CCCCCC3` gave AmpC det inh -2%.
`NC(=O)C1(N2CCCCC2)CCN(Cc2ccccc2Cl)CC1` gave AmpC det inh -5%.
`CCOP1(=O)C=C(C(C)(C)C)OC1c1ccc(F)cc1` (configuration not stated) gave AmpC det inh -1%.
`CN(C)CCNC(=O)Cn1nc(-c2ccc(Cl)cc2)ccc1=O` gave AmpC det inh -1%.
Screening Cc1cccc2cc(CN(CCCN3CCOCC3)Cc3nnnn3C(C)(C)C)c(=O)[nH]c12 returned AmpC det inh 1%.
For O=C(N1CCC(O)(c2cccnc2)CC1)C12CC3CC(CC(C3)C1)C2 the results were AmpC det inh 7%.
For CN1CCN(c2ccc(NC(=O)COc3ccccc3Cl)cc2)CC1 the results were AmpC det inh -3%.
`O=C(N1CCOCC1)N1CCN(S(=O)(=O)N2CCCCC2)CC1` gave AmpC det inh -3%.
Cc1oc(-c2ccccc2F)nc1CSCC(=O)NCc1ccc2c(c1)OCO2 was read as AmpC det inh -2%.
Screening CSC(=NCCCN1CCOCC1)NS(=O)(=O)c1cccs1 returned AmpC det inh 1%.
Cc1ccc(S(=O)(=O)N2CCCC2C(=O)N2CCCCCC2)cc1 (configuration not stated) was read as AmpC det inh -4%.
O=C(O)CCn1c(=O)c2ccccc2c2ccccc2c1=O was read as AmpC det inh 14%.
Screening CC(C)CC1NC(=O)N(CC(=O)N2CCN(S(=O)(=O)c3ccc(Cl)cc3)CC2)C1=O (configuration not stated) returned AmpC det inh 1%.
`CC[C@H](Oc1ccc(Cl)cc1)C(=O)OC1C[C@H]2CC[C@@H](C1)N2C` (some centres not stated) gave AmpC det inh -4%.
CC1CCN(c2c(NCc3ccc(C(=O)N4c5ccccc5CC4C)cc3)c(=O)c2=O)CC1 (configuration not stated) was read as AmpC det inh 6%.
Screening O=C(O)CNS(=O)(=O)c1ccc(Br)s1 returned AmpC det inh 6%.
`Cc1ccc(/C=C/C2=Cc3c(sc(NC(=O)CSc4n[nH]c(N)n4)c3C#N)C(C)(C)C2)o1` gave AmpC det inh 10%.
For CCCCCn1c(=O)c(C(=O)Nc2ccncc2)c(O)c2ccccc21 the results were AmpC det inh 0%.
Screening CSc1ncccc1C(=O)OCC(=O)NC1CCS(=O)(=O)C1 (configuration not stated) returned AmpC det inh -2%.
`CC/C=C1/OC(=O)c2ccccc21` gave AmpC det inh 5%.
COc1ccccc1C1(CC(=O)O)CCOC(C)(C)C1 (configuration not stated) was read as AmpC det inh -1%.
C[C@@H]1O[C@H](C[N+](C)(C)C)CS1 was read as AmpC det inh -1%.
`COc1cc(OC)cc(C(=O)N2CCN(c3ccccc3F)CC2)c1` gave AmpC det inh 17%.
Screening O=C1c2oc3ccccc3c(=O)c2C(c2ccccn2)N1Cc1ccccc1 (configuration not stated) returned AmpC det inh -2%.
`COc1cccc(-c2nc(CS(=O)(=O)CC(=O)NCc3ccccc3OC)c(C)o2)c1` gave AmpC det inh 5%.
`CC(=O)NCc1nc2ccccc2n1Cc1ccccc1F` gave AmpC det inh -3%.
`Cc1ccc(Cn2nnc3c(=O)n(CC(=O)NCc4ccco4)cnc32)cc1` gave AmpC det inh -3%.
`CCCCCCc1ccc(-c2ncc(N)cn2)cc1` gave AmpC det inh -15%.
CCOC(=O)c1ccc(Cn2c(-c3ccccc3)nnc2-c2ccccc2)o1 was read as AmpC det inh -2%.
`C/C=C/c1ccc2c(c1)OCO2` gave AmpC det inh 10%.
`CCC(C(=O)NC1CCCC1)N(Cc1ccc2c(c1)OCO2)C(=O)c1snc(C(N)=O)c1N` (configuration not stated) gave AmpC det inh -3%.
`COc1ccc(S(=O)(=O)NCCCN2CCOCC2)c2ccccc12` gave AmpC det inh 14%.
COc1nc(/C(N)=N/O)nc(N2CCCCC2)n1 was read as AmpC det inh -2%.
Screening Cc1ccc(-c2nc3nc4ccccc4nc3n2Cc2ccco2)cc1 returned AmpC det inh -13%.
Screening COc1ccccc1-c1cncnc1Nc1ccc(F)cc1 returned AmpC det inh 8%.
CCC(=O)N1CCc2cc(Br)cc(S(=O)(=O)N3CCN(C(=O)c4ccco4)CC3)c21 was read as AmpC det inh -4%.
`O=C(c1ccc(COc2ccccc2Br)o1)N1CCCCCC1` gave AmpC det inh -5%.
For O=C(OCC(=O)c1c[nH]c2ccccc12)C1=COCCO1 the results were AmpC det inh 1%.

Structures from the list above containing fluorine, in the order listed:
`Fc1ccc(C(OCCN2CCN(CCCc3ccccc3)CC2)c2ccc(F)cc2)cc1` gave AmpC det inh -6%.
For COC(=O)C(O)(CC(=O)Nc1ccc(Cl)cc1F)C(F)(F)F (configuration not stated) the results were AmpC det inh -3%.
`COC(=O)c1sccc1NC(=O)CSc1nnnn1-c1ccccc1F` gave AmpC det inh -1%.
`CCc1ccc(NC(=O)CSc2nnc(CNC(=O)c3c(F)cccc3Cl)o2)cc1` gave AmpC det inh -3%.
Fc1cccc(Cl)c1Cn1nnc2c(-n3ccnc3)ncnc21 was read as AmpC det inh -4%.
For Cc1cc(C(F)F)n2nc(C(=O)Nc3ccc(F)cc3F)nc2n1 the results were AmpC det inh -5%.
`Fc1ccc2nc3n(c2c1F)CCCCCC3` gave AmpC det inh -2%.
`CCOP1(=O)C=C(C(C)(C)C)OC1c1ccc(F)cc1` (configuration not stated) gave AmpC det inh -1%.
Cc1oc(-c2ccccc2F)nc1CSCC(=O)NCc1ccc2c(c1)OCO2 was read as AmpC det inh -2%.
`COc1cc(OC)cc(C(=O)N2CCN(c3ccccc3F)CC2)c1` gave AmpC det inh 17%.
`CC(=O)NCc1nc2ccccc2n1Cc1ccccc1F` gave AmpC det inh -3%.
Screening COc1ccccc1-c1cncnc1Nc1ccc(F)cc1 returned AmpC det inh 8%.

Screening results: PubChem BioAssay, National Center for Advancing Translational Sciences (NCATS)

These rows are one share of the data, so the mix of outcomes need not match the whole.
